GPR151 ag: activators of human GPR151, primary screen, cell-based, PathHunter beta-arrestin, luminescence; G-protein coupled receptor 151 (Homo sapiens), Q8TDV0; activation, % at 11.2 µM; PathHunter beta-arrestin GPR151 cells; hit rate 1% among 650,000; in the data active = activation above about 4.9%;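 also: 0% = median of compound wells and 100% = cells with positive control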
MITF inh: MITF inhibitors, primary screen, biochemical, AlphaScreen, human | Microphthalmia-associated transcription factor (Homo sapiens), O75030 | AlphaScreen MITF homodimerization, bead proximity signal | inhibition, % at 2.6 µM | hit rate 0.91% among 650,000 | AID 1259374, 2018; in the data active = inhibition above about 50%;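 also: 0% = vehicle wells with protein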
FBW7 activator: FBW7 E3 ligase activators, primary screen, biochemical, AlphaScreen, human; normalized activity (activation), % at 26.1 µM; hit rate 0.13% among 650,000; AID 1259310, 2017; AlphaScreen FBW7–phospho-cyclin E peptide binding, activator screen; F-box/WD repeat-containing protein 7 (Homo sapiens), Q969H0; in the data active = normalized activity above about 1.9%;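 also: purified mutant Fbw7 with reduced substrate affinity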
Target sequence (Q969H0 whole entry, looked up): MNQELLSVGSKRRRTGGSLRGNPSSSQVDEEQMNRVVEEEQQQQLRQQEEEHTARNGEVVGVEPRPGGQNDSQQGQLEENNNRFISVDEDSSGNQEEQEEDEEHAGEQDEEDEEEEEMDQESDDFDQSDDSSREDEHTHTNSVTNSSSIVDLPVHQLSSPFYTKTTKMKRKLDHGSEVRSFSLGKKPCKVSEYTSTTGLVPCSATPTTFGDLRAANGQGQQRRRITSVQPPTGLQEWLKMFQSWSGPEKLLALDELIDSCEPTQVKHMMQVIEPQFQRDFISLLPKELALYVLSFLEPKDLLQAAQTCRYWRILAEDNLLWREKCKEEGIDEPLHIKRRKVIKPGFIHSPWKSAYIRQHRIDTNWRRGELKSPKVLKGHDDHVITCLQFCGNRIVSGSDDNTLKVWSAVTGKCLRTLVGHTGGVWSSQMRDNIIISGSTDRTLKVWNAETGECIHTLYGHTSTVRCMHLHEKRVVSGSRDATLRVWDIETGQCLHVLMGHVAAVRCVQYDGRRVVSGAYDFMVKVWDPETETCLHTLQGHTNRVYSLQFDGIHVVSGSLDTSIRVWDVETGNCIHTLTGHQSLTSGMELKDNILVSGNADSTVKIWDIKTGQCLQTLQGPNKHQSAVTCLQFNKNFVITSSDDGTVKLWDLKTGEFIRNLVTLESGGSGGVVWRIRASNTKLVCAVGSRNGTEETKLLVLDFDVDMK
TEAD-YAP inh: TEAD-YAP interaction inhibition, primary screen, TEAD-YAP interaction inhibitor project, luminescence, HEK-TIYL cells; AID 1259422, 2018; inhibition, % at 9.12 µM; TEAD-Gal4/YAP UAS-luciferase luminescence; hit rate 1.4% among 640,000; in the data active = inhibition above about 32%;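 also: 0% = median of test compound wells and 100% = reference inhibitor wells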
Starred values were filed as active, the others as inactive; & = joins results of further samples. Compounds as they come; any-hit rate near 3.4%.

compound	GPR151 ag	MITF inh	FBW7 activator	TEAD-YAP inh
O=[N+]([O-])c1cc(F)c(N2CCOCC2)cc1N1CCOCC1	0.6	14	0.2	14
O=C(CSc1ccccc1)Nc1ccccc1N1CCOCC1	0.5	-11	0.0	-12
CSc1nc(-c2ccccc2)nc(NC(=O)Cc2ccccc2)c1C(C)=O	1.6	6	0.0	2
COc1cccc(NC(=O)CSc2nc3c(sc(=S)n3-c3ccccc3C)c(=O)n2-c2ccccc2)c1	2.1	-13	-0.1	-4
NC(=O)c1ccccc1Nc1cc(NC(=O)C2CCc3ccccc32)ncc1C(F)(F)F (stereo not given)	0.9	16	0.3	75*
CCOc1cc(C2C(C(=O)OC)=CNC=C2C(=O)OC)cc(Br)c1OCC	-0.2	4	0.1	-9
O=C(Nc1ccc2c(c1)CN(S(=O)(=O)N1CCOCC1)CC2)C1CCCO1 (stereo not given)	1.7	3	-0.1	6
CCOCCOC(=O)COc1ccc2c(=O)c(-c3cccc4ccccc34)c(C(F)(F)F)oc2c1	1.1	11	-0.2	4
CN1CCN(C(c2ccccc2F)c2nnnn2C2CCCC2)CC1 (stereo not given)	-3.6	-1	-0.3	27
CCOc1ccc(CN2CCN(S(C)(=O)=O)CC2)cc1OC	-1.1	46	-0.1	-3
O=C(CSc1nc2ccccc2c(=O)n1CCCN1CCN(c2cccc(Cl)c2)CC1)NCCC1=CCCCC1	-0.9	1	-0.1	-6
O=C(Nc1ccc(NC(=O)C2CCCN2C(=O)OCc2ccccc2)cc1)c1ccco1 (stereo not given)	-0.4	4	-0.1	-5
COc1ccc(OCc2nc(-c3ccc(OC)cc3)no2)cc1	2.2	-7	0.1	-11
Cc1ccc(C(=O)Nc2nc3ccc(S(C)(=O)=O)cc3s2)cc1	0.5	-10	-0.3	-46
CCCC(C)NC(=O)C1CCN(S(=O)(=O)c2c(C)cc(C)cc2C)CC1 (stereo not given)	-0.7	2	-0.3	-3
Cc1cccc(-c2noc(CCCC(=O)NCc3cccnc3)n2)c1	-0.1	10	0.5	10
O=C(Nc1ccc(-c2nc3ccccc3[nH]2)cc1)c1ccc(S(=O)(=O)N2CCOCC2)cc1	-0.7	-1	-0.1	-11
Cc1cc2cc3c(cc2nc1SCc1ccccn1)OCO3	0.8	5	-0.1	-5
O=C(CP(=O)(O)CC(=O)c1ccccc1)c1ccccc1	0.4	13	-0.1	6
O=C(O)CSc1nnc(-c2ccco2)n1C1CCCCC1	-0.3	-13	-0.1	-3
COC(=O)Cn1cnc2sc(C(=O)OC)c(C)c2c1=O	-0.7	11	0.1	-4
O=C1CC(C(=O)N2CCC[C@@H]3CN(Cc4cccs4)CC[C@H]32)C2(CCCCC2)O1 (stereo not given in full)	0.2	14	0.1	-5
CC(=O)c1cccc(-c2ccc(NCCc3ccncc3)nc2)c1	0.3	11	-0.8	7
CCN(CC)C(=O)/C(=C\c1ccc(OC)cc1)NC(=O)c1ccco1	0.4	2	-0.1	-2
Cc1cc(=O)oc2c1ccc1oc(C(=O)c3ccccc3)c(-c3ccccc3)c12	0.2	6	-0.1	72*
CCCCSc1nc2sc3c(c2c(=O)n1-c1ccccc1)CCC3	-0.4	-4	-0.1	5
C=CCn1c(N/N=C/c2cccc([N+](=O)[O-])c2)nc2ccccc2c1=O	0.0	8	0.0	9
N/C(=N\OC(=O)c1ccsc1)c1ccc(Br)cc1	-1.8	12	0.3	-47
COc1ccc(C2C(C(=O)NCC3COc4ccccc4O3)c3ccccc3C(=O)N2C)cc1 (stereo not given)	-0.1	-3	-0.3	15
N#Cc1ccc(COC(=O)c2cccnc2N2CCOCC2)cc1	-1.0	9	0.0	-3
CN(C)C(=O)c1csc(-c2cc3ccccc3[nH]2)n1	-1.3	3	0.0	-34
Fc1cccc(F)c1-c1noc(-c2cc(-c3ccncc3)nc3ccccc23)n1	0.4	-9	0.1	0
CC1(C)Oc2ccc(C(=O)N3CCOCC3)cc2NC1=O	-0.1	-10	0.0	-11
CCOC(=O)CNC(=O)c1sc2cc([N+](=O)[O-])ccc2c1Cl	1.4	14	0.0	-1
CC(=O)Oc1ccc2c(=O)c(-c3ccc4c(c3)OCCCO4)coc2c1	-2.1	4	0.0	67*
CCC1CN(CCNC(=O)c2ccc3c(c2)OCO3)Cc2cc(OC)ccc2O1 (stereo not given)	3.1	-1	-0.2	7
O=S(=O)(c1ccc(N=Cc2ccc3ncccc3c2)cc1)N1CCOCC1	-0.3	17	0.5	7
CCN(CC)c1ccc(/C=N/Nc2ccccc2[N+](=O)[O-])c(O)c1	0.5	2	-0.2	40*
Cn1c(Nc2cc(NCc3nc4ccccc4[nH]3)ncn2)nc2ccccc21	1.5	17	-0.3	-15
Cc1nc2c(c(C)nn2C(C)(C)C)c(C)c1CCC(=O)N1CCCCC1	0.3	13	0.0	35*
O=C(O)/C=C\C(=O)Nc1ccc(Br)c(Cl)c1	0.5	-6	0.0	7
CCCCCCSC1=C(C#N)C(c2ccc(O)cc2)CC(=O)N1 (stereo not given)	4.0	0	0.1	2
O=C(CSc1ccc2nnc(-c3cccs3)n2n1)NCCc1ccccc1	0.4	0	-0.1	0
O=C(Nc1ccccc1Cl)NC1(C(=O)NCCN2CCOCC2)CCCCC1	0.6	15	0.0	3
COC(=O)c1c(NC(=O)c2ccccc2[N+](=O)[O-])sc(C)c1C	0.1	8	-0.1	12
COCC1CCN(C(=O)CCCn2nnnc2CN2CCC(C)CC2)C1 (stereo not given)	-1.3	15	0.0	12
Cc1ccc(-n2c3c(cc(C(=O)NCC(=O)c4ccccc4)c2=O)C(=O)CCC3)cc1	-0.4	18	0.0	-6
Cc1cc(N2CCCC(C(=O)Nc3ccccc3F)C2)n2ncnc2n1 (stereo not given)	-0.3	-11	-0.1	1

Ordered by length of the SMILES (lowest first): some entries from above
compound	GPR151 ag	MITF inh	FBW7 activator	TEAD-YAP inh
CCCCCCSC1=C(C#N)C(c2ccc(O)cc2)CC(=O)N1 (stereo not given)	4.0	0	0.1	2
COCC1CCN(C(=O)CCCn2nnnc2CN2CCC(C)CC2)C1 (stereo not given)	-1.3	15	0.0	12
Cc1ccc(-n2c3c(cc(C(=O)NCC(=O)c4ccccc4)c2=O)C(=O)CCC3)cc1	-0.4	18	0.0	-6

Fetched by compound from above (2):
compound	GPR151 ag	MITF inh	FBW7 activator	TEAD-YAP inh
Cc1ccc(-n2c3c(cc(C(=O)NCC(=O)c4ccccc4)c2=O)C(=O)CCC3)cc1	-0.4	18	0.0	-6
CCCCCCSC1=C(C#N)C(c2ccc(O)cc2)CC(=O)N1 (stereo not given)	4.0	0	0.1	2

(listing goes on)
compound	GPR151 ag	MITF inh	FBW7 activator	TEAD-YAP inh
COc1cc(OC)c(C2CC(=O)N3CN(C4CCCCC4)CSC3=C2C#N)cc1OC (stereo not given)	0.6	9	-0.2	6
COc1cccc(NC(=O)CCC2CCN(C(=O)C(OC)c3ccccc3)CC2)c1 (stereo not given)	-1.2	10	0.2	-4
COc1cc2c(C(=O)N(C)c3ccc(F)cc3)cn(CC(C)C)c(=O)c2cc1OC	0.3	-10	-0.1	-16
CCOc1ccc(NC(=O)C(CC(=O)O)Cc2ccc(Cl)cc2)cc1 (stereo not given)	-0.3	3	-0.1	-4
Cc1cc(C)c(S(=O)(=O)c2cccc(C(F)(F)F)c2)c(=O)[nH]1	0.9	-1	-0.1	5
Cc1cc(NC(=O)COC(=O)CNS(=O)(=O)c2ccc(C)c(C)c2)no1	0.2	-2	0.1	6
Cc1ccn(CC(=O)N2CCC3(CC2)CC3C(=O)N2CCN(C3CCCCC3)CC2)n1 (stereo not given)	0.3	-3	0.0	-4
Cc1cc(NC(=O)C2CCN(C(=O)Cc3cn(C)c4ccccc34)CC2)no1	-1.5	14	0.7	9
CC(=O)c1c(C)[nH]c(C(=O)Nc2ccc(Cl)c(C(F)(F)F)c2)c1C	0.4	13	-0.1	4
COc1ccc(-c2n[nH]c(=S)n2/N=C/C=C/c2ccco2)cc1	0.6&0.2	6&25	-0.1&0.1	-2&4
CCc1ccc(NC(=O)CSc2nc3ccsc3c(=O)n2CCc2ccccc2)cc1	-1.5	18	0.0	8
Cc1ccc(NC(=O)/C(C#N)=C/c2cn(CC(=O)NCc3ccco3)c3ccccc23)cc1	-1.4	14	0.3	7
CC(Nc1nc(F)cc(=O)[nH]1)C(=O)O (stereo not given)	0.6	3	-0.1	-6
Cc1ccc(N2C(=O)C3CCCCC3C2=O)cc1F (stereo not given)	8.1*	14	0.2	12
COc1ccc(COC(=O)C2=C(C)NC3=C(C(=O)CCC3)C2c2ccc(OC)c(OC)c2OC)cc1 (stereo not given)	-1.1	8	0.5	2
O=[N+]([O-])c1ccc(N2CCN(S(=O)(=O)c3ccc(F)cc3)CC2)cc1N1CCCC1	-3.1	16	0.0	7
COc1cc2cc(C)c(SCC(=O)NCc3cccs3)nc2cc1OC	2.2	-1	-0.1	-7
CCC1CCCCN1S(=O)(=O)c1ccc(NC(=O)COc2ccc([N+](=O)[O-])cc2)cc1 (stereo not given)	-1.1	18	0.9	-1
Cc1ccc(C2C(C#N)=C(N)OC3=C2C(=O)CCC3)o1 (stereo not given)	-0.6	9	-0.1	-2
COc1ccc(S(=O)(=O)N2CCN(CCNC(=O)COc3ccccc3OC)CC2)cc1	1.7	5	0.0	-13
Nc1nc(NC(=S)Nc2ccccc2)cc(=O)[nH]1	-0.2	-12	0.1	-77
CC(C)(C)C1CCc2c(sc3nc(SCC(=O)N4CCOCC4)[nH]c(=O)c23)C1 (stereo not given)	-0.9	-4	-0.2	-7
NC(=O)c1cccnc1	-0.7&-0.1&-0.6&-1.0	-14&0&-2&6	0.5&0.1&0.0&0.5	2&-4&-5
O=C(Nc1cnc2ccccc2c1)Nc1cccc2ccccc12	0.6	-7	-0.1	-5
COCCCNC(=O)c1ccc([N+](=O)[O-])c(Cl)c1	0.2	6	0.0	-4
Cc1cc(C(F)(F)F)c(C#N)c(SCC(=O)Nc2cccc(C(F)(F)F)c2)n1	0.5	-6	-0.1	4
Cc1cc(NC(=O)C23CCC(C)(C(=O)C2)C3(C)C)no1 (stereo not given)	2.2	5	0.0	-5
O=C(Nc1cc2cc([N+](=O)[O-])ccc2oc1=O)c1ccc(Br)cc1	0.3	-4	0.0	6
CCCOc1ccc(N2C(=O)CC(N(Cc3ccc(OC)cc3)C(=O)CC)C2=O)cc1 (stereo not given)	-0.8	9	0.8	5
Cc1nn(C(C)C(=O)NCc2ccccc2Cl)c(=O)c2cc3sccc3n12 (stereo not given)	0.7	14	-0.1	-10
Cc1cccc(-c2noc(CNC(=O)c3ccc(Br)o3)n2)c1	-0.1	-2	-0.1	1
O=C(CC(NC1CCCC1)C(=O)O)Nc1cccc([N+](=O)[O-])c1 (stereo not given)	0.1	2	0.1	2
CCN(CC)S(=O)(=O)c1ccc2[nH]c3c(c2c1)CCCC3	1.8	2	0.0	-4
CCCN1CNc2nc3ccccc3n2C1	-1.4	-9	-0.3	-5
Nc1nn(-c2ccc(F)cc2)c2cc(-c3nn[nH]n3)ccc12	1.2	-4	0.6	-4

Shown with each value named: 2 of the compounds above.
> Cc1nn(C(C)C(=O)NCc2ccccc2Cl)c(=O)c2cc3sccc3n12 (stereo not given)
  GPR151 ag: 0.7; MITF inh: 14; FBW7 activator: -0.1; TEAD-YAP inh: -10

> Cc1cccc(-c2noc(CNC(=O)c3ccc(Br)o3)n2)c1
  GPR151 ag: -0.1; MITF inh: -2; FBW7 activator: -0.1; TEAD-YAP inh: 1

In the list so far, these contain a tert-butyl group.
compound	GPR151 ag	MITF inh	FBW7 activator	TEAD-YAP inh
Cc1nc2c(c(C)nn2C(C)(C)C)c(C)c1CCC(=O)N1CCCCC1	0.3	13	0.0	35*
CC(C)(C)C1CCc2c(sc3nc(SCC(=O)N4CCOCC4)[nH]c(=O)c23)C1 (stereo not given)	-0.9	-4	-0.2	-7
